Screens from PubChem.
TROY NFkB inh: TROY signaling inhibition; Q293 LMP1-TROYcd NF-kB luciferase reporter, 4 h; inhibition, % at 10 µM; hit rate 0.98% among 360,000; AID 1347056;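 active means compounds whose plate-normalised and pattern-corrected inhibition of the luciferase reporter signal at the single screening dose is 50% or more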
EBV LMP1 NFkB: reduces LMP1-driven NF-kappaB luciferase signal; hit rate 0.69% among 350,000; inhibition, % at 12.5 µM; LMP1-induced NF-kappaB luciferase reporter cells, luminescence; in the data active means inhibition above about 41%; inconclusive means no clear call, values can overlap the other calls;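 further: 0% = neutral control wells and 100% = reference inhibitor control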
SRC3 inh: human NCOA3 inhibition; HEK293 GAL4-SRC3 luciferase reporter, luminescence; inhibition, % at 3.6 µM; hit rate 0.17% among 360,000;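 active means inhibition above a per-campaign cutoff, the mean of all compounds plus 3 SD, cut at about 60% in these data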;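 further: 0% = DMSO-treated cells and 100% = gossypol-treated cells at 36 µM; higher means less SRC3-driven luciferase light from the GAL4 reporter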
TRAIL sens C8: caspase-8 TRAIL sensitization. NB7+C8 cells + TRAIL, ATPlite viability luminescence. inhibition (viability loss, TRAIL sensitization), % at 10 µM. hit rate 1% among 360,000. AID 624354;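 active means compounds causing at least 50% loss of cell viability in the single-dose screen, relative to plate controls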
TWEAK-Fn14 inh: blocks TWEAK-Fn14 interaction in a reporter cell assay. inhibition, % at 10 µM. TWEAK-stimulated Fn14 reporter cells, luciferase luminescence, 8 h. hit rate 2% among 360,000; in the data active means inhibition above about 50%
NR5A2 inv ag: NR5A2 inverse agonism in reporter assay; hit rate 0.13% among 360,000; inhibition, % at 3.6 µM; O00482; HEK293T StAR-luciferase reporter, LRH-1 transfected, 24 h;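 active means inhibition above the mean inhibition of all tested compounds plus 3 SD, cut at about 73% in these data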;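 further: 0% = DMSO wells and 100% = reporter-only cells lacking LRH-1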
Target sequence (O00482 whole entry, looked up): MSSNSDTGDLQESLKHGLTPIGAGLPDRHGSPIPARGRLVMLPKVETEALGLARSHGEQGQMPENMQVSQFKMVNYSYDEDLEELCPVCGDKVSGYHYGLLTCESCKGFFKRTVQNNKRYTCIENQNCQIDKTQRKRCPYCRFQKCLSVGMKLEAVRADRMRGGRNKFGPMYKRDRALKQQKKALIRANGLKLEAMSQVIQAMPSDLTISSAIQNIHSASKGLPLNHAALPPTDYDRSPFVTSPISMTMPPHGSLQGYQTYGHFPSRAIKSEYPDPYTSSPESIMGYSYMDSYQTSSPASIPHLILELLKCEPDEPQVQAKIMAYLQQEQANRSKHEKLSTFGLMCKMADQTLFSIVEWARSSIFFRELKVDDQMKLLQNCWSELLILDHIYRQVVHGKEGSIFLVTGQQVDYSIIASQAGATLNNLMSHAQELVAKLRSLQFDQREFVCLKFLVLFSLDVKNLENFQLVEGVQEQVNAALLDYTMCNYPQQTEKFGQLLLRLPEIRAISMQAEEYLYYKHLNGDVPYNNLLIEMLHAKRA
NCOA2 inhibitor: human SRC2 (NCOA2) inhibition | AID 651957 | hit rate 0.17% among 370,000 | HEK293 GAL4-SRC2 luciferase reporter, luminescence | Q15596 | inhibition, % at 9 µM;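 active means inhibition above the mean inhibition of all tested compounds plus 3 SD, set per campaign, cut at about 52% in these data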;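 further: 0% = DMSO treated cells and 100% = cells given Gossypol at 36 µM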
SRC1 inh: human NCOA1 inhibition | hit rate 0.12% among 360,000 | HEK293 GAL4-SRC1 luciferase reporter, luminescence | inhibition, % at 3.6 µM;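 active means inhibition above the campaign mean plus 3 SD, with each screening campaign given its own cutoff, cut at about 60% in these data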;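 further: 0% = DMSO treated cells and 100% = gossypol at 36 µM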
NOD2-RIPK2 inh: inhibitors of human NOD2-RIPK2 interaction; hit rate 0.38% among 360,000; O43353; CHO BLA complementation NOD2-RIPK2, CCF4 ratio; AID 624267; inhibition, % at 4.98 µM; in the data active means inhibition above about 21%;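 further: 0% = vehicle only and 100% = reference blocker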
COUP-TFII inh: inhibitors of human COUP-TFII (NR2F2). hit rate 0.7% among 370,000. P24468. AID 686940. HEK293T NGFI-A luciferase reporter, luminescence. inhibition, % at 8.6 µM;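 active means inhibition above a per-plate cutoff, mean inhibition of test wells between control levels plus 3 SD, cut at about 38% in these data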;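 further: cells cotransfected with COUP-TFII expression vector driving the NGFI-A reporter; 0% = median of COUP-TF2 test wells and 100% = reporter-only cells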
Target sequence (P24468 whole entry, looked up): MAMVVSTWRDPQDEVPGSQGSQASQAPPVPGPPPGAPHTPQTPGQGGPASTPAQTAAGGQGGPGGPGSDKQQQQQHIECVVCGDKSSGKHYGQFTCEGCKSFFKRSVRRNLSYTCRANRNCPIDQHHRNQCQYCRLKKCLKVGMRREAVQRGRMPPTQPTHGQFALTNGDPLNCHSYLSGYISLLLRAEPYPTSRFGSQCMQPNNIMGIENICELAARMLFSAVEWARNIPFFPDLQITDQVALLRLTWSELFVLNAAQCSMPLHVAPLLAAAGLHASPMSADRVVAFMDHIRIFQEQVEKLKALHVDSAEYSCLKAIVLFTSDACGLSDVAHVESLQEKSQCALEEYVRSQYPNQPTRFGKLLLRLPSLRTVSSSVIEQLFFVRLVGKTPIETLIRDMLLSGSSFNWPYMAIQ
TLR9-MyD88 inh: TLR9-MyD88 interaction inhibition | Q9NR96+Q99836 | CHO BLA complementation TLR9-MyD88, CCF4 FRET ratio | inhibition, % at 4.98 µM | hit rate 0.21% among 340,000 | AID 504734;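 active means inhibition above the mean over all tested compounds plus 3 SD, cut at about 21% in these data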;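 further: 0% = DMSO only wells and 100% = clavulanate BLA inhibitor control wells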
An asterisk follows results filed as active; ? = inconclusive; . = not tested or not shown. A portion of the library; count on the stated rates, not on these rows.

SMILES	TROY NFkB inh	EBV LMP1 NFkB	SRC3 inh	TRAIL sens C8	TWEAK-Fn14 inh	NR5A2 inv ag	NCOA2 inhibitor	SRC1 inh	NOD2-RIPK2 inh	COUP-TFII inh	TLR9-MyD88 inh
CCC1=Nc2ccccc2NC2=C1C(=O)CCC2	-14	-17	-87	6	4	-109	-32	-124	3	-46	7
Cc1ccc(Cn2nnc3c(=O)n(CC(=O)NCc4ccccc4)cnc32)cc1	8	-12	25	-12	25	18	-15	7	-5	-23	-3
Cc1onc(-c2c(Cl)cccc2Cl)c1C(=O)N1CCN(c2ccccc2F)CC1	0	-7	-1	-4	8	6	16	-18	-4	-6	4
CCCCCCN1C=CC(=C2C(=O)c3ccccc3C2=O)C=C1	82*	53*	-1	92*	97*	-68	-14	-62	3	-24	-6
CCCCn1nnnc1C(c1ccccc1)N1CCN(C)CC1 (stereo unspecified)	-2	.	.	-5	4	4	20	.	10	-2	.
CS(=O)(=O)c1ccc(C(=O)OCC(=O)N2CCN(CCC3CCCCC3)CC2)cc1[N+](=O)[O-]	34	.	-1	89*	79*	-9	3	6	55*	2	.
O=C(Nc1cccc2c(=O)[nH][nH]c(=O)c12)c1ccc([N+](=O)[O-])cc1	-12	.	-20	-8	-4	-5	9	-4	-10	-8	.
CCOc1ccc(N(CC(=O)O)S(=O)(=O)c2ccc(F)cc2)cc1	-3	-8	11	13	1	3	-2	-4	6	16	8
O=c1[nH]c(COc2ccc(Cl)cc2Cl)nc2ccccc12	-72	-38	-57	1	-23	-43	-28	-49	1	-4	-11
COc1cc(C2C(C#N)=C(N)Oc3n[nH]c(-c4cccs4)c32)cc(OC)c1O (stereo unspecified)	10	-1	14	-9	-9	14	14	-4	-6	-9	-1
CCN1C(=O)C(=O)N(CC(=O)Nc2ccccc2Oc2ccccc2)C1=O	-14	-2	6	-4	-10	1	-1	5	-5	15	3
O=C(OCCN1CCCCC1)c1c[nH]c2ccccc12	-9	0	-6	-5	-11	-1	13	-30	-7	-4	6
COc1cc(Br)c(CC2c3cc(OC)c(OC)cc3CCN2C)cc1OC (stereo unspecified)	-8	5	8	-6	-14	11	16	-3	8	0	-2
O=C(Nc1ccccc1)NC1CCCc2ccccc21 (stereo unspecified)	-22	9	0	-3	8	-3	12	8	-8	6	1
COc1ccc(-n2nc(C(=O)NCC(=O)N3CCN(c4ccccc4)CC3)c3ccccc3c2=O)cc1OC	-12	-13	-50	46	24	-20	-32	-38	-3	-4	-10
Cc1ccccc1Nc1nc(Nc2ccccc2C)nc(SC2=NCCS2)n1	18	20	11	-19	71*	16	12	9	0	8	6
CCOC(=O)c1c(NC(=O)c2cccs2)sc2c1CCN(C(=O)OCC)C2	.	14	1	4	27	7	3	8	-2	1	2
O=S(=O)(Nc1ccc(-c2nc3cccnc3s2)cc1)c1ccccc1F	-44	-22	-37	9	-3	-25	-31	-45	-18	-29	-6
Cc1cccc(N(C)S(=O)(=O)c2ccc3c(c2)CCC(=O)N3)c1	2	11	3	-10	10	-28	3	8	-11	-5	5
CCN(CC)CCSc1nc(O)c(-c2ccccc2)c(=O)[nH]1	1	-3	23	-9	-8	17	-28	-15	-6	10	0
Cc1ccc(C)n1-c1sc2c(c1C#N)CCCC2	4	-7	7	-6	3	-2	-4	-2	-5	12	-3
Cc1ccc(S(=O)(=O)NCC(=O)OC(C)C(=O)Nc2ncc(Cl)cc2Cl)cc1 (stereo unspecified)	18	8	22	-3	2	13	3	9	-1	-22	4
O=C(COc1cccc(F)c1)Nc1nc(-c2cccnc2)cs1	0	-6	3	-8	-1	-6	-34	16	-11	6	-3
COc1ccccc1C(=O)Nc1ccc(OCc2nnc3c4ccccc4c(C)nn23)cc1	7	17	3	8	-3	4	-24	15	-5	-13	0
COC(=O)CN1C(=O)S/C(=C/c2ccc(N3CCCCC3)o2)C1=O	12	-5	-34	14	14	-23	4	-42	12	8	6
Cc1cccc(C)c1NC(=O)CSc1nnc(C)n1CC1CCCO1 (stereo unspecified)	1	5	22	-3	13	13	5	-21	-3	1	0
COc1cccc(C(=O)Nc2sc(C(C)C)cc2C(N)=O)c1OC	-9	7	-2	-7	-10	10	24	5	0	7	-9
COc1ccc(NS(=O)(=O)c2ccc(C)c(C(=O)N(C)Cc3ccc(C)cc3)c2)cc1	-8	-4	0	2	12	-11	13	-15	-5	-8	16
Cn1cnc(S(=O)(=O)N2CCCCC2c2cc(C(=O)Nc3cccc4c3CCCC4)no2)c1 (stereo unspecified)	-8	.	-7	-13	18	-18	4	5	3	22	.
Cc1c(C(=O)NNC(=O)c2ccncc2)oc2ccc(Br)cc12	7	-15	2	-4	-6	11	18	-7	-7	-3	2
COc1cnc(SCCC(F)=C(F)F)[nH]c1=O	-8	4	-9	2	14	4	0	10	-8	6	-11
CCCC(=O)Nc1ccccc1-c1nnn(CC(=O)Nc2ccc(OCC)cc2)n1	8	3	13	27	16	10	6	10	3	-11	-10
C=CCn1c(SCC(=O)Nc2sccc2C#N)nc2sc(C)c(C)c2c1=O	-5	4	-2	5	-54	14	9	6	10	-4	-5
CN(C)S(=O)(=O)c1ccc(N2CCOCC2)nc1	9	2	7	-11	-2	-5	6	-5	0	-1	-6
O=C(/C=C/[C@H]1O[C@@H](n2cnc3c(NC(=O)c4ccccc4)ncnc32)[C@H](O)[C@@H]1O)NCC1CCCO1 (stereo partly specified)	6	.	2	54*	-10	4	-3	-1	3	5	.
Cn1cc([N+](=O)[O-])c(C(=O)N/N=C/c2ccc3c(c2)OCO3)n1	-25	-14	-1	17	-10	-12	-38	-19	1	-14	-1

An excerpt of these results, bar-delimited.
SMILES | TROY NFkB inh | EBV LMP1 NFkB | SRC3 inh | TRAIL sens C8 | TWEAK-Fn14 inh | NR5A2 inv ag | NCOA2 inhibitor | SRC1 inh | NOD2-RIPK2 inh | COUP-TFII inh | TLR9-MyD88 inh
O=S(=O)(Nc1ccc(-c2nc3cccnc3s2)cc1)c1ccccc1F | -44 | -22 | -37 | 9 | -3 | -25 | -31 | -45 | -18 | -29 | -6
Cc1cccc(N(C)S(=O)(=O)c2ccc3c(c2)CCC(=O)N3)c1 | 2 | 11 | 3 | -10 | 10 | -28 | 3 | 8 | -11 | -5 | 5
CCN(CC)CCSc1nc(O)c(-c2ccccc2)c(=O)[nH]1 | 1 | -3 | 23 | -9 | -8 | 17 | -28 | -15 | -6 | 10 | 0
Cc1ccc(C)n1-c1sc2c(c1C#N)CCCC2 | 4 | -7 | 7 | -6 | 3 | -2 | -4 | -2 | -5 | 12 | -3

The list continues:
SMILES	TROY NFkB inh	EBV LMP1 NFkB	SRC3 inh	TRAIL sens C8	TWEAK-Fn14 inh	NR5A2 inv ag	NCOA2 inhibitor	SRC1 inh	NOD2-RIPK2 inh	COUP-TFII inh	TLR9-MyD88 inh
O=C(Nc1cccc(F)c1)N1CCC(n2c(=O)[nH]c3ccccc32)CC1	-3	-2	13	-8	19	1	-15	11	-8	13	-13
O=c1c2ccccc2nc2n1CCN2	-9	-9	14	-16	-5	-15	-11	4	-1	0	-4
COc1ccc2c(CC(=O)Nc3cccc(S(=O)(=O)N4CCOCC4)c3)coc2c1	2	3	11	1	-13	-3	-1	0	-2	14	3
CCc1cc(C(=O)c2ccc(OC)cc2)c(N)s1	7	-2	5	-20	16	3	-11	7	2	-1	.
Cc1nn(-c2ccccc2)c2[nH]c(=O)c(CNCCN3CCOCC3)cc12	-4	-8	12	-1	16	-1	-5	3	-10	11	0
COc1cc(/C=C2/SC(=S)N(CC(=O)O)C2=O)ccc1OC(=O)c1cccs1	-3	-8	15	31	4	-8	9	-8	3	24	11
Cc1ccc(NC(=O)CCNS(=O)(=O)c2cc(Br)cnc2N)cc1Cl	-15	-4	13	0	13	5	3	14	-6	-8	6
CCC(=O)c1ccc(OCC(=O)NCCc2ccccn2)cc1	9	-7	2	-5	17	2	0	-13	-2	-4	-8
CCOCCOC(=O)C1=C(C)Nc2ccc(C)cc2S1	25	-13	-28	-6	39	7	-37	-5	-2	5	6
Cc1ccccc1N1CCN(C2CCCN(C(=O)c3cn4c(C)cccc4n3)C2)CC1 (stereo unspecified)	-11	6	0	-2	-6	2	8	-15	0	13	-14
COc1cccc2c3c(c(C)nc12)CC(C)O3 (stereo unspecified)	-19	-15	4	3	-4	-5	-37	-20	3	-11	-4
CCOC(=O)CC1(C)N(S(=O)(=O)c2ccc(C)cc2)c2ccccc2N1S(=O)(=O)c1ccc(C)cc1	.	.	.	-4	.	39	-19	.	-4	10	.

The last 3 compounds of the section before are carried over, then new ones follow:
SMILES	TROY NFkB inh	EBV LMP1 NFkB	SRC3 inh	TRAIL sens C8	TWEAK-Fn14 inh	NR5A2 inv ag	NCOA2 inhibitor	SRC1 inh	NOD2-RIPK2 inh	COUP-TFII inh	TLR9-MyD88 inh
Cc1ccccc1N1CCN(C2CCCN(C(=O)c3cn4c(C)cccc4n3)C2)CC1 (stereo unspecified)	-11	6	0	-2	-6	2	8	-15	0	13	-14
COc1cccc2c3c(c(C)nc12)CC(C)O3 (stereo unspecified)	-19	-15	4	3	-4	-5	-37	-20	3	-11	-4
CCOC(=O)CC1(C)N(S(=O)(=O)c2ccc(C)cc2)c2ccccc2N1S(=O)(=O)c1ccc(C)cc1	.	.	.	-4	.	39	-19	.	-4	10	.
Cc1ccc(OCC(=O)c2c(N)n(C)c(=O)n(C)c2=O)c([N+](=O)[O-])n1	-1	8	-19	7	-5	16	11	-19	-12	-12	-8
CCc1sc(C(=O)Nc2nc(-c3ccccn3)cs2)cc1C	-11	?	-2	1	-17	2	.	-7	-5	.	2
Cc1ccc(C)c(-c2nnc(NC(=O)CS(=O)(=O)c3ccccc3)o2)c1	-17	-3	3	28	11	-2	15	2	-11	-8	7
Cc1ccc(C(=O)N/C(=C\c2ccc(F)cc2)C(=O)NCc2ccncc2)cc1	-14	0	11	-9	7	17	.	14	-10	.	-1
COc1ccc(Cn2nnc(C(=O)Nc3ccc4c(c3)OCCO4)c2N)cc1Br	-20	-20	-39	11	17	-13	-65	-8	-10	-5	4
CN(C)CCOCCP(=O)(c1ccccc1)c1ccccc1	4	-6	22	-4	-7	-9	-6	3	3	18	-1
O=C(/C=C/c1c(F)cccc1Cl)NCc1ccc2c(c1)OCO2	-33	2	-18	1	-20	-10	-16	-6	-22	-25	1
O=C(NC1CCCC1)C(Cc1ccccc1)n1cccc1 (stereo unspecified)	3	-14	-2	-5	22	1	24	-16	-7	6	5
C[C@H](NC(=O)c1ccc(Cl)c(S(=O)(=O)N2CCOCC2)c1)c1nc2ccccc2[nH]1	-15	3	18	3	12	-12	-3	-8	2	16	-11
